Mdm2 MdmX PPI = disrupts the human Mdm2-MdmX interaction. O15151+Q00987. SaOS-2 split-luciferase Mdm2/MdmX complementation, luminescence. inhibition, % at 8 µM. 330,000 compounds, 3% hits;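 active means inhibition of at least 50% at 8 µM in the primary screen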
TIM10 inh = growth inhibitors of TIM10 yeast strain. S. cerevisiae TIM10 strain growth, BacTiter-Glo luminescence, 24 h. inhibition, % at 10 µM. 330,000 compounds, 1.4% hits. AID 463195;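 active means inhibition of 40% or more at the single tested concentration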;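 further: wild-type TIM10 isogenic control strain grown at permissive 25 °C; 0% = DMSO yeast wells and 100% = minimal medium wells without yeast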
UPR CHOP act = apoptotic UPR (CHOP) activation | CHO-CHOP luciferase reporter, luminescence; percent of tunicamycin response over DMSO baseline | activation, % at 10 µM | 330,000 compounds, 0.34% hits;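 active means at 10 µM dose, activation of 40% or more, normalized to positive control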;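 further: 100% = tunicamycin at 10 µg/mL and 0% = DMSO alone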
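Test system: CHO-CHOP cells, stable luciferase reporter of PERK-eIF2a-CHOP signalling | Quantity: 500 CHO-CHOP cells per well | Buffer or medium: F12 plus 10% serum | Compound dosing: 10 µM single point, 0.5% DMSO | Schedule: 6 h compound treatment, 37 °C | Signal: Luciferase luminescence | Control set: Tunicamycin high control, DMSO low control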
APJ agonist = APJ receptor agonism. activation, % at 20 µM. P35414. CHO-K1 APJ PathHunter beta-arrestin, luminescence; 0% DMSO wells, 100% apelin. 330,000 compounds, 0.11% hits;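 active means activation more than six SD over the plate average, tested at 20 µM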;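 further: 0% = DMSO alone and 100% = apelin-13 at 10 nM; some results filed as inactive read as strong as hits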
Target sequence (P35414 whole entry, looked up): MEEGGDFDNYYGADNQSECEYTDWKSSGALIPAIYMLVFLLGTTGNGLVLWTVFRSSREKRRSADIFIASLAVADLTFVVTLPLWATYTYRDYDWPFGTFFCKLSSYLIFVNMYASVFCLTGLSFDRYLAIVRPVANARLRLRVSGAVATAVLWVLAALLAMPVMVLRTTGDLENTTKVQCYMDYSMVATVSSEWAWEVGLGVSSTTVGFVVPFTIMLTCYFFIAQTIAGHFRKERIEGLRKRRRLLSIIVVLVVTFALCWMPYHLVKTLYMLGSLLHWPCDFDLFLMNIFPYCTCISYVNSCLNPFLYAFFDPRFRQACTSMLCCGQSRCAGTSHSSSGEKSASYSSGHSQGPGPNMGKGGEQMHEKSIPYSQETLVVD
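Incubation: overnight seeding, 90 min compound at 25 °C, 1 h detection; test system: PathHunter CHO-K1 APJ (AGTRL-1) beta-arrestin reporter cells; amount: 1000 cells/well; doses: one dose, 20 µM compound, 1% DMSO; measured by: beta-gal luminescence; measure: agonist-driven arrestin binding to APJ; benchmarks: negative DMSO alone, positive Apelin-13 at 10 nM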
XBP1 UPR activ = activators of adaptive arm of unfolded protein response (XBP1) | CHO-XBP1 luciferase reporter, IRE1-XBP1 UPR activation, luminescence; percent of tunicamycin response, DMSO as zero | activation, % at 20 µM | 330,000 compounds, 0.33% hits | AID 463104;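 active means versus positive control, 20 µM dose yields 30% or more activation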;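 further: 100% = tunicamycin at 10 µg/mL and 0% = DMSO only wells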
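Material: CHO cell line with stable XBP1 luciferase reporter; schedule: 16-18 h cell attachment at 37 °C, then 6 h compound exposure; signal: glow luminescence from Steady-Glo reagent; medium: serum-containing F12 medium, 10% FBS; benchmarks: tunicamycin 10 µg/mL and vehicle-only wells; read-out: percent activation relative to tunicamycin reference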
APJ antagonist = antagonists of human APJ apelin receptor | P35414 | CHO-K1 APJ beta-arrestin complementation, luminescence | inhibition, % at 20 µM | 330,000 compounds, 0.32% hits | AID 2521;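 active means inhibition above about 40% at 20 µM, limit read from the data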;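 further: cells challenged with 10 nM apelin-13 agonist together with compound; plate controls were apelin-13 plus DMSO wells for no effect and DMSO wells lacking apelin-13 for full effect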
tim23-1 inh = tim23-1 yeast growth inhibition | inhibition, % at 20 µM | S. cerevisiae tim23-1 growth, BacTiter-Glo luminescence, 24 h | 330,000 compounds, 1.3% hits | AID 463212;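 active means growth inhibition of the mutant yeast at or above 50%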;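 further: temperature-sensitive mutant grown at 25 °C; plate controls were DMSO-treated mutant yeast for no effect and medium wells lacking yeast for full effect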
CXCR6 inh = CXCR6 (human) receptor inhibition | inhibition, % at 20 µM | 360,000 compounds, 0.36% hits | AID 602244 | CHO-K1 PathHunter CXCR6 beta-arrestin, luminescence; in the data active means inhibition above about 34%, passing the limit was not always enough;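 further: antagonist mode with CXCL16 agonist at 10 nM final; 0% = 10 nM CXCL16 with DMSO and 100% = unstimulated wells without agonist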
Target sequence (O00574 whole entry, looked up): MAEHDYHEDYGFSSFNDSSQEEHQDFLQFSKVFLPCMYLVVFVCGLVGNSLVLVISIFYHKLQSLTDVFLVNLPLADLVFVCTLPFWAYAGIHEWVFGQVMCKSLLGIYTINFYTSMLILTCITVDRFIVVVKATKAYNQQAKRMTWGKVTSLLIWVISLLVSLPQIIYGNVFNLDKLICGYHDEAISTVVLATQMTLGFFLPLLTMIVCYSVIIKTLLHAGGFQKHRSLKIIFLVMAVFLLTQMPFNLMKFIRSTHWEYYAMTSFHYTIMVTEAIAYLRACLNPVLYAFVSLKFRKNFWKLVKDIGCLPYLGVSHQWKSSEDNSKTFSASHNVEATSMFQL
tim10-1 inh = growth inhibitors of tim10-1 mutant yeast | S. cerevisiae tim10-1 ts strain growth, BacTiter-Glo, 24 h | inhibition, % at 20 µM | 330,000 compounds, 2.2% hits | AID 463190;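 active means inhibition of at least 40%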;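 further: mutant grown at 25 °C; 0% = DMSO wells with yeast and 100% = wells holding no yeast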
* hit, by the source's call; x = not tested or not shown.

Every second line gives: Mdm2 MdmX PPI, TIM10 inh, UPR CHOP act, APJ agonist, XBP1 UPR activ, APJ antagonist, tim23-1 inh, CXCR6 inh, tim10-1 inh
CCC1(C)Cc2c(sc3nnn(CC(=O)Nc4ccc(Cl)cc4)c(=O)c23)CO1 (configuration not stated)
 : 38.6, 4.4, 1.0, -4.5, -5.0, 31.8, 30.1, 2.8, 27.5
CCOC(=O)N1CCN(C(=O)c2cnsn2)CC1
 : -21.9, -0.1, -1.4, 5.6, -3.3, 13.0, 11.5, 1.4, 8.8
CCn1c(COc2ccccc2)nnc1SCC(=O)Nc1ccc(N2CCOCC2)cc1
 : 40.4, 7.8, -1.1, -0.2, -0.5, -0.2, 6.0, -3.8, -12.0
c1cncc(-c2cn(C[C@H]3CC[C@H](Cn4cc(-c5cccnc5)nn4)O3)nn2)c1
 : 8.0, -12.1, 3.5, x, 1.1, x, 29.7, 0.3, 7.6
CC(=O)C(C(C)=O)c1c(Cl)c(O)c(O)c2c(C(=O)c3ccccc3)coc12
 : 60.4*, 27.8, 24.7, 10.8, -2.4, -60.4, 35.8, 15.5, 3.4
CC(O)c1nc2ccccc2n1Cc1nnc(-c2ccc(Cl)cc2)o1 (configuration not stated)
 : -14.8, 0.5, 1.3, -2.3, 0.2, -3.9, 9.7, 4.7, 11.8
COC(C[C@@H](O)C[C@H](O)COCc1ccccc1)OC
 : -24.6, -0.5, 0.4, 2.9, -0.3, 3.0, 2.1, -5.9, -15.7
CN(C)CCNc1nc2c(c(=O)[nH]c(=O)n2C)n1CC(O)COc1ccc(Cl)cc1 (configuration not stated)
 : 21.0, -1.6, 0.4, -5.6, -0.3, -1.5, -17.3, 1.3, 0.6
C[C@H]1[C@H]2c3nc4ccccc4n3C[C@H]1ON2C1CCCCC1
 : 13.7, 3.0, 0.0, 0.8, 1.8, -0.3, 1.5, -4.7, -5.0
Cc1cccc(OCC(=O)Nc2ccc3c(c2)OCCO3)c1
 : -96.5, -27.4, 5.0, -0.4, 1.4, 1.0, -21.8, -1.9, -14.4
O=C(COc1ccc(F)cc1Cl)N1CCN(C(=O)c2cccs2)CC1
 : -8.4, 5.3, 1.2, -2.4, 1.1, -6.7, 4.2, 9.1, 1.7
CCC(C)[C@H](NC(=O)NCCCn1ccnc1)C(=O)OC (some centres not stated)
 : -21.0, 6.4, -1.1, 0.1, -0.6, 1.7, 6.4, -1.8, 1.2
CC(C)=CCC[C@](C)(O)C1CC[C@]2(C)C1C(O)CC1[C@@]3(C)CCC(O)C(C)(C)C3C(O[C@@H]3OC(CO)C(O)C(O)C3O[C@@H]3OC(C)C(O)C(O)C3O)C[C@]12C (some centres not stated)
 : -18.9, -5.6, 3.0, -2.0, 2.5, 1.4, 3.1, -3.6, 6.5
COc1ccccc1CCC(=O)NNC(=O)c1ccncc1
 : 10.0, -6.1, -2.1, -0.5, 0.1, 11.9, 8.5, -4.5, -16.4
CN(C)S(=O)(=O)c1cccc(NC(=O)CCNC(=O)Nc2ccccc2)c1
 : -1.9, 0.7, 1.8, -2.5, 1.8, 3.9, -7.3, -3.3, -5.3
CCOC(=O)c1ccc2[nH]c3c(c2c1)CCCCC3=O
 : -23.3, 21.4, 3.6, -3.6, 2.2, -1.2, 11.1, -8.4, 15.6
Cc1ccc(S(=O)(=O)N2[C@@H](c3ccc(C#N)cc3)C(C(=O)O)=C[C@H]2C(C)(C)C)cc1
 : 18.5, 6.7, 0.1, -3.9, 0.7, 4.8, -2.7, -7.5, 6.5
CCOC(=O)C(N)CSC1CC(=O)N(CCc2ccccc2)C1=O (configuration not stated)
 : -2.3, 11.4, 2.6, -3.9, -3.2, 9.0, 20.5, -4.5, 38.7
Cc1ccc2cc(CN(c3cccc(C)c3C)S(=O)(=O)c3ccccc3)c(=O)[nH]c2c1
 : -4.3, 6.4, 0.9, 2.8, -1.3, 9.4, 18.7, -3.9, 23.0
CCOc1cccc(C(=O)Nc2cccc(-c3nnc(-c4ccccc4)o3)c2)c1
 : 51.4*, -0.4, 6.7, 5.3, -1.0, -20.1, 14.9, 8.0, 5.1
NS(=O)(=O)c1ccc(NC(=O)c2ccccc2Cl)cc1
 : 6.1, 2.8, 1.2, 1.4, -1.1, 6.3, -7.9, 5.4, 8.8
Cn1c(=O)oc2cc(S(=O)(=O)N3CCCC(C(=O)Nc4ccc5c(c4)OCCO5)C3)ccc21 (configuration not stated)
 : 17.5, -8.0, -4.1, -3.4, -3.5, -7.6, 11.8, -7.6, -2.1
CC(C)CNC(=O)c1ccc2c(c1)C(=O)N(Cc1ccco1)C2=O
 : 7.8, -4.7, -2.3, -3.5, -2.2, 3.5, 7.3, 9.4, 3.3
CCCCc1cc(=O)oc2cc(OCC(=O)NCCN3CCOCC3)ccc12
 : 0.4, -8.3, 0.7, -4.5, -5.6, 12.5, 11.4, -2.1, 18.8
CSCCC(NC(=O)c1ccco1)C(=O)NNC(=O)c1n[nH]c(=O)c2ccccc12 (configuration not stated)
 : -2.6, 5.6, 0.7, -3.2, -0.3, -1.3, -11.4, -0.3, -12.4
COc1cccc(CN2CCC(n3nccc3NC(=O)CCOc3ccccc3)CC2)c1
 : 2.9, -2.7, 1.3, -2.5, -1.0, -7.4, 10.4, -5.3, 19.2
CCc1ccc(OCC(=O)NC(NC(=S)Nc2ccc(C)cc2C)C(Cl)(Cl)Cl)cc1 (configuration not stated)
 : 19.2, -32.5, 2.7, 5.9, 2.1, -18.1, -3.6, -8.4, -14.9
CCOc1ccc(-n2c(SCC(=O)NC)nnc2-c2ccco2)cc1
 : 14.2, -2.1, 1.5, -2.5, -3.7, 13.7, -7.4, 9.6, -0.7
COc1ccccc1C1NC(=O)NC(C)=C1C(=O)OC1CCCC(C)C1 (configuration not stated)
 : 8.8, 1.9, 4.2, -0.2, -3.9, 1.4, 15.9, -7.0, 8.5
COC(=O)CC/C(O)=C1\C(=O)CC(C)(C)CC1=NCc1nc2ccccc2[nH]1
 : 3.6, -11.5, -0.4, -2.8, 1.9, -1.7, -4.1, 2.0, 8.9
CCOC(=O)N1CCC(N2CCCC(C(=O)c3cccc(OC(C)C)c3)C2)CC1 (configuration not stated)
 : 20.4, -34.3, -2.0, -3.6, -4.0, 0.8, 0.0, -1.1, -51.4
O=C(Nc1nnc(S(=O)(=O)N2CCOCC2)s1)c1ccccc1F
 : -19.6, 15.9, -2.7, 5.8, -3.4, 4.4, 22.9, 1.2, 2.8
OCc1ccc(O)c2ncccc12
 : 85.6*, -1.5, 0.9, -0.9, -1.7, -7.9, -7.3, -0.8, -15.3
CCOc1ccc(/C=C/C(=O)Nc2ccc3[nH]c(=O)[nH]c3c2)cc1
 : -11.1, 5.7, 1.9, -1.5, -2.8, -12.3, -5.0, 2.6, 12.5
Cn1c(N)c(C(C[N+](=O)[O-])c2c(F)cccc2Cl)c(=O)n(C)c1=O (configuration not stated)
 : 8.0, 5.0, -1.3, -3.7, -5.8, -5.8, 28.9, -4.7, 25.1
Clc1ccc(C2CC(c3ccccc3)Nc3ncnn32)cc1 (configuration not stated)
 : 0.0, 23.0, 1.2, -3.6, -1.2, 23.6, 38.5, 4.2, 20.2
O=C(N/N=C/c1ccsc1)c1cc(O)cc(O)c1
 : 7.8, -8.2, 4.0, -2.4, -2.0, -11.2, 14.7, -3.4, -0.2
Cc1c(C(=O)Nc2cnccn2)oc2ccccc12
 : -3.5, 14.1, 3.4, -6.7, 2.6, 4.3, 3.2, 0.5, 18.4
C/C(Cn1nnc([N+](=O)[O-])n1)=N\NC(=O)c1ccccc1
 : 22.9, -12.1, 1.2, 7.1, -1.4, -53.1, 7.3, -14.9, 2.7
CS(=O)(=O)N1CCC(C(=O)Nc2ccc(Cl)c(C(F)(F)F)c2)CC1
 : -11.3, 17.2, 6.4, 0.3, 0.5, -11.4, 16.1, -12.3, 22.1
N#Cc1c(NCc2ccccc2)ccnc1NCc1cccnc1
 : 5.5, 8.8, -0.5, 2.4, 0.4, 9.6, -1.5, -12.5, 21.0
O=C(Nc1cc2c(cc1Br)OCCO2)c1ccc(=O)[nH]c1
 : 5.4, 1.9, 1.7, 1.3, -0.4, 9.3, 7.2, -1.9, 2.0
CC1(C)Cc2c(cnn2-c2ccccc2)-c2c1c1ccccc1n2CC(O)CBr (configuration not stated)
 : 46.5, 12.6, 2.6, 0.3, -4.5, 12.5, 30.6, -3.6, 21.2
Cc1nc(C(=O)N/N=C/c2[nH]ncc2Br)cs1
 : 8.7, -10.1, 1.9, -0.2, 0.7, -7.2, -7.3, -13.5, -13.9
COC(=O)C1=CN(CCCN2CCCC2=O)C=C(C(=O)OC)C1c1ccccc1C(F)(F)F
 : -14.1, 9.9, 0.0, -2.6, -5.5, 11.8, -14.6, -2.5, 4.4
Cn1c(=O)c(=O)n(C)c2cc(N3CCOCC3)c(NS(=O)(=O)c3ccc([N+](=O)[O-])cc3)cc21
 : 7.2, -1.2, 1.1, -0.3, -3.3, -35.4, 6.0, -5.4, -12.7
O=C(O)CCS(=O)(=O)c1ccccc1Cl
 : -9.4, -0.6, -0.9, -2.7, -2.1, -2.7, 1.8, -3.5, -7.0
O=C(Cn1cnc2c(OCc3ccccc3)ncnc21)NCc1nc2ccccc2[nH]1
 : -8.1, 8.2, 0.4, -2.1, -0.6, -8.7, -9.1, -6.8, -4.3
COc1cc(OC)c(/C=N/NC(=O)c2ccncc2)cc1Br
 : -8.1, 1.6, -0.5, -3.1, -1.2, 9.1, -6.3, -4.0, 6.2
O=C(/C=C/c1ccc(F)cc1)NNC(=O)CCN1CCN(Cc2ccccc2)CC1
 : 40.0, -5.3, -1.1, -3.4, -2.1, 22.7, 11.5, 2.7, 7.2
O=c1c2ccccc2nnn1Cc1nnc(-c2ccccc2Br)o1
 : -4.4, 9.3, 2.1, 4.2, 3.2, 9.5, 18.3, 3.0, 18.0
c1ccc2nc3ccccc3nc2c1
 : -5.0, 10.5, 1.8, -2.1, 8.5, -44.2, 13.9, -1.5, 12.4

High-throughput results from PubChem.

This is a subset, so the mix of outcomes need not match the whole.
